Screens from PubChem.
KB-V1 cytotox: KB-V1 MDR subline cytotoxicity; KB-V1 MDR cells viability, CellTiter-Glo, 72 h; Potency, µM (top dose mostly 46.1 µM), for inactives: at the top dose activity change, negative = cytotoxicity, actives largely listed as cytotoxic; 400,000 compounds, 3.4% hits; also: potency is read from the fitted curve at half-maximal effect; % is scaled to controls: 0 for no effect and ±100 for the full control effect; nearly all actives have a fitted effect of over 60% in size
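Following 72 h at 37 degrees C with compound, KB-V1 cell viability was read by CellTiter-Glo luminescence, medium being phenol-red-free DMEM plus 10% FBS; concentration-response parameters came from normalized, curve-fitted qHTS data.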
IL1B secr inh: inflammasome signaling inhibition, IL-1 beta readout | THP-1 LPS/ATP IL-1B secretion, AlphaLISA, 16 h; hits give low values | activity change, % at 57.5 µM | 360,000 compounds, 4.7% hits; in the data active = activity change below about -50%; inconclusive = mostly about -30% to -49%; also: % is scaled to controls: 0 for no effect and ±100 for the full control effect
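Secreted IL-1B measured by AlphaLISA bead assay after 16 h compound exposure of THP-1 cells; compounds (final up to 57.5 uM) added 1 h before LPS (250 ng/mL) and ATP (1.25 mM) stimulation; lower signal means less secretion.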
MCF10A rereplic: inducers of DNA re-replication in MCF 10A breast cells; Potency, µM (series often up to 46.1 µM), for inactives: at the highest dose activity, positive = re-replication, actives largely listed as activators; AID 624296; 350,000 compounds, 2.9% hits; MCF 10A DNA re-replication, Hoechst nuclear intensity, 48 h; also: potency is read from the fitted curve at half-maximal effect; % of control where 0% means no effect; nearly all actives have a fitted effect of over 50% in size
SW480 rereplic: induces DNA re-replication in SW480 colon adenocarcinoma cells. SW480 DNA re-replication, Hoechst DNA content imaging, 48 h. Potency, µM (highest dose often 46.1 µM), for inactives: at the highest dose re-replication activation, hits mostly activators. 340,000 compounds, 1.8% hits; also: potency is read from the fitted curve at half-maximal effect; % of control where 0% means no effect; nearly all actives have a fitted effect of over 55% in size
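Readout is total intensity of Hoechst-stained nuclei, excited at 405 nm and collected at 500-530 nm. Compound treatment lasted 48 hr at 37 C in 5% CO2 before staining.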
HEK293 tox: cytotoxicity counter-screen for GLP-1 receptor inverse agonists; HEK293 cAMP-luciferase reporter cells, luminescence, 24 h; Potency, µM (series often up to 38.3 µM), inactives show top-dose activity change, negative = inhibition, actives largely listed as inhibitors; 410,000 compounds, 0.13% hits; AID 624418;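 also: loss of luciferase light is scored as toxicity; potency is read from the fitted curve at half-maximal effect; % is scaled to controls: 0 for no effect and ±100 for the full control effect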
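Here, cytotoxicity is scored as loss of luminescence. The MLSMR collection was tested on cells seeded in medium containing 10% Nu serum, with a 24 hr compound exposure preceded by 12 hours of culture.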
HT1080 IDH1KD tx: toxicity to HT-1080 IDH1 knockdown cells (counter line); HT-1080 IDH1 knockdown viability, ATP luminescence, 48 h; Potency, µM (doses to about 46.1 µM), inactives show at the highest dose activity, negative = toxicity, most hits filed as cytotoxic; 360,000 compounds, 2% hits; AID 686971;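 also: potency is read from the fitted curve at half-maximal effect; 0% = DMSO wells and -100% = cell-free medium wells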
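Luminescent ATP read-out (CellTiter-Glo, 10 min at room temperature) after 48 h compound exposure at 37 °C gave viability of IDH1-knockdown HT-1080 cells. Activity was normalised to DMSO and cell-free wells, then fitted as concentration-response curves.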
KB-3-1 tox: kills parental KB-3-1 adenocarcinoma cells. 400,000 compounds, 1.4% hits. AID 1347075. Potency, µM (top dose mostly 46.1 µM), without a hit: at the top dose activity change, negative = cytotoxic, most hits filed as cytotoxic. KB-3-1 viability, CellTiter-Glo ATP luminescence, 72 h; also: potency is read from the fitted curve at half-maximal effect; % is scaled to controls: 0 for no effect and ±100 for the full control effect; nearly all actives have a fitted effect of over 60% in size
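Cells are dispensed, compounds pinned in, plates held at 37 °C for 72 h, then CellTiter-Glo is added and luminescence read after 10 minutes. Cell line: parental KB-3-1 in phenol-red-free DMEM, 10% FBS.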
HT1080-NT tox: kills 2HG-producing HT-1080-NT fibrosarcoma cells | HT-1080-NT fibrosarcoma viability, CellTiter-Glo ATP luminescence, 48 h | Potency, µM (titrated, usually from 46.1 µM), inactives show top-dose activity, negative = less viability, actives largely listed as cytotoxic | 360,000 compounds, 1.6% hits;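 also: NT is the 2HG producing partner of a matched IDH1 knockdown line; potency is read from the fitted curve at half-maximal effect; 0% = DMSO-treated cells and -100% = media-only wells without cells; nearly all actives have a fitted effect of over 55% in size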
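750 cells/well, RPMI + 5% FBS; 2 h settle, compound pin-transfer, 48 h at 37 degrees C. CellTiter-Glo 10 min RT, luminescence. Normalized to DMSO and media-only wells.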
D3 ag: activates the human D3 dopamine receptor; max activation, %; P35462; D3R DiscoveRx beta-arrestin cells, luminescence, 90 min; 410,000 compounds, 0.58% hits; in the data active = max activation above about 30%; also: 0% is about no effect; mostly tested at two doses, the higher about 12 µM
Target sequence (P35462 whole entry, looked up): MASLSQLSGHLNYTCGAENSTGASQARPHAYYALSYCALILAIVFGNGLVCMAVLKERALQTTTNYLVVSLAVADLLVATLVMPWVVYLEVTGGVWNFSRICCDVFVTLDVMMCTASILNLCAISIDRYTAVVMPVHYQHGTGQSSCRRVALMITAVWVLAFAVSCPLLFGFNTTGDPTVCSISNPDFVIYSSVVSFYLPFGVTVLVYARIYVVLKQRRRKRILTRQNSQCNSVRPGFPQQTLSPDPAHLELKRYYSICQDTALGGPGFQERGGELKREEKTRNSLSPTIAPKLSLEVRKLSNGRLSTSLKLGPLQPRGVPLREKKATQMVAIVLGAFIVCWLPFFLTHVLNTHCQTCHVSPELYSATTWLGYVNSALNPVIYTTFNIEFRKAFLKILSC
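Cells at 1500/well, incubated overnight, then treated with pinned compounds (dopamine as control) for 90 min at 37 degrees C. DiscoveRx reagent added for 30 - 60 minutes at room temperature; luminescence read.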
Numbers without * were called inactive; ? = inconclusive; / = no result given; & = joins results of further samples; [ ] = remark or other dose. Unless noted, calls follow the shape of the dose curve; as a rule, active = well fitted curve in the direction sought with a large enough effect; inconclusive = small, poorly fitted or top-dose-only effect, or another doubt; inactive = no such curve, though single readings can be large; an effect the other way counts as inactive or inconclusive.

Structure,KB-V1 cytotox,IL1B secr inh,MCF10A rereplic,SW480 rereplic,HEK293 tox,HT1080 IDH1KD tx,KB-3-1 tox,HT1080-NT tox,D3 ag
COc1ccc(OC)c(-n2c(O)c(C=NCCN3CCNCC3)c(=O)[nH]c2=S)c1,?,0,-8%,-9%,4%,9%,14%,5%,4
CC(C)CNC(=S)N(Cc1ccco1)Cc1cc2cc3c(cc2[nH]c1=O)OCCO3,?,6,?,?,?,?,?,?,-3
CN1CCN(c2nc(N)cc(=O)[nH]2)CC1,6%,-15,4%,-11%,8%,5%,0%,6%,0
O=C(NCCN1CCOCC1)c1ccc(Cl)nc1,3%,36,0%,-5%,-11%,6%,15%,-1%,4
O=C(NCc1cccnc1)C(Cl)(Cl)Cl,0%,0,4%,-1%,1%,10%,10%,12%,1
Cc1sc(NC(=O)Cn2c(=O)oc3ccccc32)nc1-c1ccc(Cl)cc1,-11%,-5,?,-2%,9%,?,?,?,-3
COC(=O)C1=C(c2ccc(C(C)=O)cc2)C[C@@H]2CC[C@H]1N2C(=O)NCCCOC(C)C,3%,20,23%,-15%,-3%,19%,2%,6%,4
O=C(Nc1cccc(OC(=O)N2CCCCC2)c1)N1CCOCC1,-11%,-8,-1%,-4%,7%,-3%,-1%,-2%,2
OC1CCC(Nc2ccn3nc(-c4cccc(OCc5ccccc5)c4)cc3n2)CC1 (centres undefined),-4%,11,/,/,-20%,?,-6%,?,-14
Cc1c(NP(=S)(C(C)(C)C)C(C)(C)C)c(=O)n(-c2ccccc2)n1C,?,29,0%,4%,-5%,2%,11%,2%,5
CN1CN(c2ccccc2)C2(CCN(CCCSc3ccccc3NC(=O)/C=C/c3ccccc3)CC2)C1=O,-25%,-71*,?,?,?,?,?,?,-10
COc1cc2c(c(OC)c1OC)-c1ccc(C(=O)O)cc1[C@@H](NC(C)=O)CC2,-16%,/,-1%,-1%,/,/,0%,/,/
O=C1NC(=O)N(Cc2ccco2)C(=O)/C1=C/C=C/c1ccco1,?,-100*,18µM*,?,-24%,21µM*,?,23µM*,1
CCC(=NC(C)c1ccccc1)c1c(O)[nH]c(=O)[nH]c1=O (centres undefined),-5%,-10,0%,-3%,-8%,-25%,3%,0%,28
CC1C(OC(=O)CCC(=O)NC(C)(C)CO)O[C@H]2OC3(C)CC[C@H]4[C@H](C)CCC1C24OO3 (some centres undefined),13µM*,-68*,30%,?,?,10µM*,10µM*,?,-9
Cc1ccccc1CCNCc1cc2cccc(C)c2[nH]c1=O,-14%,?,13%,-7%,9%,-10%,-11%,-12%,-6
CCCCCCn1c(O)c(C=NC2CCN(Cc3ccccc3)CC2)c(=O)[nH]c1=O,?,-28,0%,-4%,-7%,-4%,?,-5%,-11
COc1ccc(NC(=O)[C@@H](NC(=O)N2C[C@H]3C[C@@H](C2)c2cccc(=O)n2C3)C(C)C)cc1,?,-5,-2%,-9%,3%,0%,0%,11%,0
N[C@@H](Cn1oc(=O)[nH]c1=O)C(=O)O,14%,10,-11%,-5%,4%,2%,0%,-12%,7
COCCNC(=O)c1c(NC(=O)c2ccco2)n(Cc2ccccc2)c2nc3ccccc3nc12,-21%,-8,?,2.6µM*,102%[activator],-9%,-11%,-19%,-1
CCCOC(=O)c1cccc(Nc2nc(-c3cccnc3)nc3ccccc23)c1,?,-98*,?,?,?,?,?,26µM*,1
COc1ccc(-n2c(O)c(/C=N/NS(=O)(=O)c3cc(C)ccc3C)c3ccccc3c2=O)cc1OC,1%,5,?,0%,40%[activator],-1%,7%,-14%,-6
CC1C2Cc3ccc(O)cc3[C@]1(C)CCN2CCc1ccccc1 (some centres undefined),?,-5,-22%,-13%,-1%,?,0%,?,-93
COc1ccc(NC(=O)CN2C(=O)C(C)N=C(c3ccccc3)c3ccccc32)cc1OC (centres undefined),-4%,/,/,/,3%,/,0%,/,3
CN1C(=O)NC(=O)C(C)(C2=CCCCC2)C1=O (centres undefined),-1%,1,-10%&0%&17%,-75%&-6%&1%[inhibitor],-5%,8%,0%,?,-8&6&9
FC(F)(F)c1cccc(C2NCc3ccccc3-n3cccc32)c1 (centres undefined),4%,-88*,?,25%,?,?,1%,-30%,-8
Cc1cccc(C)c1OP(N)(=O)OCC(F)(F)F (centres undefined),-3%,12,1%,-1%,7%,4%,-4%,11%,1
Nc1cc(C(=O)Nc2ccccc2F)ccc1N1CC2CC(C1)c1cccc(=O)n1C2 (centres undefined),-7%,24,/,/,-26%,-24%,1%,-18%,-1
CN1CCN(C(=O)COc2ccc(S(=O)(=O)N(C)Cc3ccccc3)cc2)CC1,?,-3,-13%,1%,4%,3%,0%,11%,1
CCCCNCc1cc(Cl)c(OCCC)c(OCC)c1,16µM*,-64*,6%,?,-22%,?,9%,?,-25
O=P1(NCCCl)OCCCN1CCCl (centres undefined),7%,-17,-6%,-6%,2%,16%,-3%,-5%,0&-10
Cn1c(O)c(C=NCCN2CCNCC2)c(=O)[nH]c1=O,23%,4,1%,-2%[9.22 µM],17%,18%,0%,25%,12
COCCCNC(=O)c1c(N)n(Cc2ccco2)c2nc3ccccc3nc12,-36%,-55*,12µM*,9.2µM*,/,-2%,-6%,-6%,4
COC(=O)[C@@H](N)CCCN=C(N)N[N+](=O)[O-],0%,29,?,-18%&-9%,-1%,4%,0%,?,9
NNC(=O)c1oc2nc(-c3ccco3)cc(-c3ccco3)c2c1N,-14%,-53*,?,0%,33%[activator],-11%,1%,-16%,5
O=c1c2ccccc2nc(CSc2ncnc3nc[nH]c23)n1-c1ccccc1,?,-5,?,5%,4%,?,?,?,-1
COc1ccc(CCNCc2cccn2C)cc1OC,23%,-5,12%,-20%,2%,2%,0%,-1%,-1
O=c1c2ccccc2nc(-c2ccccc2)n1-n1cccc1,13%,11,?,1%,-5%,2%,-4%,7%,5
COc1ccc(NC(=O)N2Cc3ccccc3-n3nncc3C2)cc1,1%,-5,/,/,-8%,14%,6%,4%,-2
O=C(Nc1ccc2c(c1)OCCO2)c1cccn(Cc2cccc(F)c2)c1=O,2%,/,/,/,1%,/,1%,/,-8
Cc1ccc(-n2c(=S)[nH]c3ccc(C)cc3c2=O)cc1,0%,12,/,/,5%,9%,0%,-5%,3
O=C(O)c1cccc(NC(=O)N2C[C@H]3C[C@@H](C2)c2cccc(=O)n2C3)c1,1%,3,?,-4%,-1%,8%,0%,12%,-7
COc1ccc(/C=N/NC(=O)c2cccc([N+](=O)[O-])c2)cc1OC(=O)c1ccccc1,?,55,?,?,?,?,?,-26%,-4
COc1ccc(NC(=O)c2cc([N+](=O)[O-])ccc2N2CCNCC2)cc1,21%,-4,-6%,-76%[inhibitor],?,-11%,9%,-6%,-4
CCOc1cc2c(cc1OCC)-n1cccc1C(c1cccc([N+](=O)[O-])c1)NC2 (centres undefined),-11%,-16,-19%,-10%,-2%,0%,-13%,-10%,-2
COc1ccc(S(=O)(=O)N2CC3CC(C2)c2cccc(=O)n2C3)cc1 (centres undefined),2%,-5,0%,-1%,-3%,0%,-1%,12%,3
c1ccc(Cc2nn3c(Cn4cnc5ccccc54)nnc3s2)cc1,?,10,29%,6%,-28%,-28%,0%,?,9
O=c1[nH]c(O)c(/C=C2\C=NN=C2c2ccccc2)c(=O)[nH]1,27%,-11,10%,?,1%,-19%,-2%,-13%,0
O=C(O)C1C2CCC(O2)C1C(=O)Nc1ccc(Cl)cc1 (centres undefined),-17%,50,20%,0%,-16%,-26%,-12%,-3%,-7
O=C(CN1C(=O)C(=O)N(C2CCCC2)C1=O)Nc1cc(Cl)ccc1[N+](=O)[O-],/,-8,?,-3%,-8%,-3%,/,-2%,-23
Cc1ccc(N2C(=O)CC(=O)NC2=O)cc1,11%,7,-6%,-3%,-10%,9%,-5%,1%,-3
O=[As](O)(O)c1ccc(N=Nc2ccc(O)cc2)cc1,-5%,?,8%,-18%,?,-6%,3%,0%,-13
CC1=CC(C)CC(C)OC(=O)CC(c2ccc(O)cc2)NC(=O)C(Cc2c(Br)[nH]c3ccccc23)N(C)C(=O)C(C)NC(=O)C(C)C1 (centres undefined),1.6µM*,-4,?,0.12µM*,-66%,0.052µM*,0.18µM*,1.3µM*,2
O=C(CSC1c2ccccc2-c2ccccc21)N/N=C/c1ccccc1C(=O)O,-2%,25,19%,-3%,-7%[7.66 µM],-24%,7%,-21%,-2
CCN(CC)C(=O)c1ccc(NC(=O)CN2CCc3cc(OC)c(OC)cc3C2)cc1,-36%,-5,-16%,-2%,-6%,-5%,-2%,0%,-22
CCOc1cc(C=C2C(=O)NC(=O)NC2=O)ccc1OS(=O)(=O)c1ccccc1,8%,19,?,?,4%,0%,2%,-2%,9
O=P(Oc1ccccc1)(Oc1ccccc1)c1ccccc1,-7%,-14,4%,-9%,3%,7%,4%,-2%,3

Given field by field: part of the list above.
Cc1ccc(-n2c(=S)[nH]c3ccc(C)cc3c2=O)cc1
  KB-V1 cytotox = 0%; IL1B secr inh = 12; MCF10A rereplic = /; SW480 rereplic = /; HEK293 tox = 5%; HT1080 IDH1KD tx = 9%; KB-3-1 tox = 0%; HT1080-NT tox = -5%; D3 ag = 3

O=c1[nH]c(O)c(/C=C2\C=NN=C2c2ccccc2)c(=O)[nH]1
  KB-V1 cytotox = 27%; IL1B secr inh = -11; MCF10A rereplic = 10%; SW480 rereplic = ?; HEK293 tox = 1%; HT1080 IDH1KD tx = -19%; KB-3-1 tox = -2%; HT1080-NT tox = -13%; D3 ag = 0

Some of the compounds tested; count on the stated rates, not on these rows.
